# Screens from PubChem BioAssay.
# TbMetRS inhib = T. brucei MetRS inhibitors, primary screen, biochemical, luminescence | purified T. brucei MetRS, ATP depletion, Kinase-Glo luminescence | inhibition, % at 11.9 µM | hit rate 0.4% among 360,000;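 active = inhibition above a per-plate cutoff of the control wells' mean inhibition plus 3 SD, cut at about 5.5% in these data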;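 also: 0% = DMSO wells median and 100% = median of wells with control inhibitor compound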
#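 Dosing: 11.9 µM compound single dose, 0.9% DMSO; Assay system: purified T. brucei MetRS enzyme; Measured by: Kinase-Glo luciferase luminescence reporting remaining unconsumed ATP; Schedule: 15 min plus 2 h at 25 °C.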
# CendR NRP1 mod = modulators of CendR peptide binding to NRP-1, primary screen, biochemical, fluorescence polarization, uHTS. Neuropilin-1 (Homo sapiens), O14786. FAM-RPARPAR peptide binding to NRP-1. inhibition, % at 25 µM. hit rate 0.85% among 360,000. AID 602438, 2012;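 active = inhibition or corrected inhibition above about 18%, plus a signal ratio from 0.5 to 1.5, limit read from the data, passing the limit was not always enough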; also: strong numbers were not always called active
# Scp-1 inhibitor = Scp-1 phosphatase inhibitors, primary screen, biochemical, colorimetric, uHTS. inhibition, % at 20 µM. Carboxy-terminal domain RNA polymerase II polypeptide A small phosphatase 1 (Homo …. hit rate 0.88% among 340,000. Recombinant Scp1, phosphopeptide, malachite green phosphate absorbance. AID 493091, 2011;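 active = inhibition above about 50% at 20 µM, limit read from the data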;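 also: plate controls were DMSO wells with enzyme for no effect and wells lacking enzyme for full effect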
#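 assay system = SCP-1 phosphatase catalytic domain, residues 76-261 | buffer or medium = 50 mM Tris acetate pH 5.5, 0.005% Tween-20, 10 mM MgCl2 | incubation = enzyme reaction 45 min at room temperature, colour 5 min, stabilisation 30 min | signal = Phosphate-binding colour reagent, absorbance read at 630 nm | measure = % inhibition at 20 µM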
# DNMT1 inh = human DNMT1 methyltransferase inhibitors, primary screen, biochemical, molecular beacon, fluorescence, HinP1I cleavage, uHTS | hit rate 0.83% among 360,000 | inhibition (reported as % activation of signal), % at 10 µM | DNA (cytosine-5)-methyltransferase 1 (Homo sapiens), P26358; in the data active = inhibition above about 50%
# Target sequence (P26358 504-1616 limits assumed): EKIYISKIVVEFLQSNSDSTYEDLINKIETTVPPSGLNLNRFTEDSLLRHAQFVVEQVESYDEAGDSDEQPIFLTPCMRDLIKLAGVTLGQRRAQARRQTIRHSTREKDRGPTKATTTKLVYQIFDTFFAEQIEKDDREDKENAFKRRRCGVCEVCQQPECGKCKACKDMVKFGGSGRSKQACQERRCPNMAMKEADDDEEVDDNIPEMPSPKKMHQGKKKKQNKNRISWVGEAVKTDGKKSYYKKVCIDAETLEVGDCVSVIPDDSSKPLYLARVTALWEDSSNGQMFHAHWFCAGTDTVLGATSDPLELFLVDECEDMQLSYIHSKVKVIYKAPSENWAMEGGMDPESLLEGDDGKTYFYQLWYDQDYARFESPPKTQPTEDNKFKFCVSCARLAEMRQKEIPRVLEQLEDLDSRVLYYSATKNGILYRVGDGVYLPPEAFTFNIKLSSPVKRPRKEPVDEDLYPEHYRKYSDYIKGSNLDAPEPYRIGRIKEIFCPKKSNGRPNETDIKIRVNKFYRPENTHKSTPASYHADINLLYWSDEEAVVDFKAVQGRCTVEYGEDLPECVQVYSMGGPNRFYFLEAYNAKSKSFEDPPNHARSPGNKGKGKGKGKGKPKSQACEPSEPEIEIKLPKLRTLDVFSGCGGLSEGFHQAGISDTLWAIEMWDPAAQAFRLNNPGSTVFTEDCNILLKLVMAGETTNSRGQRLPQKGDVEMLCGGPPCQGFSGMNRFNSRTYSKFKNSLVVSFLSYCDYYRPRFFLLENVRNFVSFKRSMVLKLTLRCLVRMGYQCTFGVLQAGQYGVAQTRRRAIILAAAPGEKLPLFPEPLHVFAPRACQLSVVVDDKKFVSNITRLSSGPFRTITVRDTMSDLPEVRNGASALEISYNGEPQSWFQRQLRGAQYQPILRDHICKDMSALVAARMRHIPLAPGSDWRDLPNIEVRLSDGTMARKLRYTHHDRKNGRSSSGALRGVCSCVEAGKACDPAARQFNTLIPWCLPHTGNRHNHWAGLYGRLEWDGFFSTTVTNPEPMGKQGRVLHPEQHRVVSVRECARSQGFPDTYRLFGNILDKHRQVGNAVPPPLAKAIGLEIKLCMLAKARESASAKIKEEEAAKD
# STEP inh = STEP phosphatase inhibitors, primary screen, biochemical, fluorescence intensity, uHTS; Tyrosine-protein phosphatase non-receptor type 5 (Homo sapiens), P54829; recombinant STEP, OMFP fluorogenic substrate; inhibition, % at 20 µM; hit rate 0.25% among 360,000; AID 588621, 2011;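 active = inhibition at 20 µM, scaled per plate between control wells, above about 37%, limit read from the data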;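 also: 0% = DMSO with enzyme and substrate and 100% = substrate only without enzyme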
#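 System: isolated STEP enzyme; schedule: 20 min enzyme reaction at room temperature, protected from light; medium: Bis-Tris buffer pH 6.0, 2.5 mM DTT, 0.005% Tween 20; signal: fluorescence, 480/540 nm; dosing: single compound dose of 20 µM, 1% DMSO final; also added: OMFP substrate, 25 µM final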
# Neddylation inh = inhibitors of cullin neddylation, primary screen, biochemical, TR-FRET, uHTS, NAE and Ubc12. AID 651699, 2012. NEDD8-conjugating enzyme Ubc12 (Homo sapiens) + NEDD8-activating enzyme E1 regulatory …. calls only at 25 µM. hit rate 0.58% among 360,000; in the data active = inhibition above about 36%
# SKN-1 block = suppressors of acrylamide-induced Pgst-4::GFP reporter in worms, primary screen, SKN-1 inhibitor project, whole organism, uHTS, GFP/RFP fluorescence ratio, strain VP596; C. elegans VP596 Pgst-4::GFP/RFP ratio, 24 h; inhibition, % at 21.8 µM; hit rate 0.49% among 360,000; AID 624304, 2012;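 active = interference check ratio from 0.5 to 1.5 plus GFP to RFP signal ratio inhibition reaching or exceeding a fixed threshold, cut at about 30% in these data, passing the limit was not always enough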; also: some compounds called inactive have numbers as strong as hits
# NadD inh = inhibitors of S. aureus NadD, primary screen, biochemical, colorimetric, uHTS; purified NadD enzyme, colorimetric absorbance read-out; inhibition, % at 20 µM; hit rate 0.78% among 360,000; AID 602399, 2012; in the data active = inhibition above about 26%; also: some compounds past the cut are filed as inactive
# SUMO1 PPI mod = modulators of SUMO1 protein-protein interactions, primary screen, biochemical, uHTS. SUMO1 binding to a labelled peptide, TR-FRET, 1 h. AID 602429, 2012. hit rate 0.33% among 360,000. inhibition, % at 20 µM; in the data active = inhibition above about 37%
# LMPTP inh = LMPTP phosphatase inhibitors, primary screen, biochemical, fluorescence intensity, uHTS; recombinant LMPTP-A, OMFP fluorogenic substrate; Low molecular weight phosphotyrosine protein phosphatase (Homo sapiens), P24666; inhibition, % at 20 µM; hit rate 0.22% among 360,000;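 active = compounds that cut the enzyme signal by at least half of the control window in the single-dose screen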;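 also: plate controls were DMSO wells with enzyme plus substrate for no effect and substrate without enzyme for full effect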
#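 test system = LMPTP-A | amount = 0.625 nM LMPTP-A final | reagent = fluorogenic phosphatase substrate OMFP at 400 µM final | incubation = 50 min at room temperature | benchmarks = no-enzyme low control, uninhibited high control | medium = Bis-Tris pH 6.0, DTT, detergent | signal = fluorescence intensity of OMFP turnover product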
# * hit, by the source's call; i = inactive; / = not tested or not shown; + = active, no number. Random draw from the library; 4.6% or so of the library scored in one or more.
TbMetRS inhib,CendR NRP1 mod,Scp-1 inhibitor,DNMT1 inh,STEP inh,Neddylation inh,SKN-1 block,NadD inh,SUMO1 PPI mod,LMPTP inh,smiles
-0.5,-6,1,4,1,i,-2,-3,0,-1.6,O=C(C[n+]1ccccc1)Nc1cc(C(F)(F)F)ccc1Cl
-1.2,8,-1,-1,0,/,-7,-6,-2,-0.9,CCc1c(C)c2ccc(OC3CCCCC3=O)cc2oc1=O (stereo not drawn)
-0.1,5,-5,-6,0,i,-4,0,-1,0.2,CCn1cc(C(=O)NCc2ccc(C)o2)c2cc(OC)c(OC)cc2c1=O
-0.3,-7,-2,-9,1,i,10,8,5,2.3,COC(=O)CCCCCN1C(=O)NC(c2ccccc2)C(C(=O)OCc2ccccc2)=C1C (stereo not drawn)
-1.1,-5,8,4,0,i,10,-4,0,-3.2,Fc1ccccc1CSc1ncn[nH]1
0.6,0,-5,5,0,i,7,0,-2,-1.4,O=C(O)c1ccnc(Cl)c1
-0.6,-10,0,2,0,i,22,-2,1,-0.7,Cc1cc(C(=O)Oc2ccccc2C(=O)O)c(C)o1
-0.6,20,-2,1,-2,i,13,2,2,-0.3,O=C(NCCc1nccs1)C1CCC(=O)N(Cc2cccc(C(F)(F)F)c2)C1 (stereo not drawn)
-1.0,-1,-11,-1,3,i,-3,-5,0,-0.9,COC(=O)CSc1nc(-c2ccc(F)cc2)cc(C(F)(F)F)n1
-0.9,6,6,8,-2,i,-1,-1,-4,0.5,CCSc1nc2ccccc2c(=O)n1-c1c(C)n(C)n(-c2ccccc2)c1=O
-1.0,14,-2,-5,3,i,8,1,-4,1.0,CCN1CCN(C(=O)CCc2nnc(CCCCc3ccccc3)o2)[C@@H](C)C1=O
-0.4,19,2,44,-3,/,17,1,4,-4.4,CN(C)CCNC(=O)c1cccc2[nH]c(-c3ccncc3)nc12
-0.6,4,-9,0,0,i,2,6,1,-0.9,Cc1ccc(-c2nnc(SCC(=O)N3CCCC3)o2)cc1C
0.3,10,-5,1,1,i,16,2,-2,0.0,CC(=O)Nc1ccc(SCC(=O)Nc2ccc(Cl)cn2)cc1
-0.4,1,-4,0,-3,i,12,-3,-2,1.6,CC(OC(=O)C1CC1)C(=O)Nc1cc(Cl)cc(Cl)c1 (stereo not drawn)
-0.6,-5,2,3,1,i,14,-1,-2,-1.4,COc1cc(NC(=S)Nc2ccc(S(=O)(=O)N3CCOCC3)cc2)cc(OC)c1OC
-0.5,11,-14,1,4,i,2,-8,-25,1.3,COC(=O)C1(Cc2cc(-c3ccc([N+](=O)[O-])cc3)no2)CCN(C(=O)OC(C)(C)C)CC1
-1.0,-119,8,0,0,i,0,0,4,-2.2,CN(Cc1ccccc1)C(=O)CCC1CCN(S(=O)(=O)N(C)C)CC1
-0.2,-1,-5,3,2,i,15,2,-2,-0.3,CCc1nnc(NC(=O)C2CCCN(S(=O)(=O)c3ccccc3)C2)s1 (stereo not drawn)
-0.5,25,1,8,2,i,-3,-1,-1,2.6,CCC(C)(c1nnnn1-c1c(C)cccc1C)N(N=O)c1cccc(C(F)(F)F)c1 (stereo not drawn)
0.4,-16,-3,2,-2,i,0,2,-3,-0.8,CCc1cccc(C)c1NC(=O)CO/N=C(\N)CC(=O)NC1CCCCC1
0.1,0,-4,-2,-3,i,6,2,-13,-2.4,CC(C)CCN1CCN(Cc2ccc3nsnc3c2)CC1CCO (stereo not drawn)
0.0,4,-8,1,1,i,3,4,3,-0.6,CCOc1cccc(C(=O)Nc2cc(-c3nn4c(C)nnc4s3)ccc2C)c1
0.1,1,-9,-7,-2,/,24,-3,-1,3.6,COc1ccccc1-c1nc(C#N)c(NCc2ccc(F)cc2)o1
-0.6,-21,-7,3,11,i,-7,-4,0,-2.0,Cc1ccc(S(=O)(=O)N2CCN(C(=O)c3ccc(Cl)nc3)CC2)cc1

# Four of these compounds in another layout.
SMILES	TbMetRS inhib	CendR NRP1 mod	Scp-1 inhibitor	DNMT1 inh	STEP inh	Neddylation inh	SKN-1 block	NadD inh	SUMO1 PPI mod	LMPTP inh
CC(=O)Nc1ccc(SCC(=O)Nc2ccc(Cl)cn2)cc1	0.3	10	-5	1	1	i	16	2	-2	0.0
CC(OC(=O)C1CC1)C(=O)Nc1cc(Cl)cc(Cl)c1 (stereo not drawn)	-0.4	1	-4	0	-3	i	12	-3	-2	1.6
COc1cc(NC(=S)Nc2ccc(S(=O)(=O)N3CCOCC3)cc2)cc(OC)c1OC	-0.6	-5	2	3	1	i	14	-1	-2	-1.4
COC(=O)C1(Cc2cc(-c3ccc([N+](=O)[O-])cc3)no2)CCN(C(=O)OC(C)(C)C)CC1	-0.5	11	-14	1	4	i	2	-8	-25	1.3

# (more compounds)
TbMetRS inhib,CendR NRP1 mod,Scp-1 inhibitor,DNMT1 inh,STEP inh,Neddylation inh,SKN-1 block,NadD inh,SUMO1 PPI mod,LMPTP inh,smiles
0.0,-7,1,-1,-4,i,1,-1,-7,0.2,CCOc1ccc(/C=N/Nc2nc(N3CCCC3)nc(N3CCCC3)n2)cc1OC
-0.6,-7,1,-2,2,i,-5,-2,1,-1.2,CCc1ccc(N2CC(C)Cn3c2nc2c3c(=O)[nH]c(=O)n2C)cc1 (stereo not drawn)
0.1,12,2,-2,-1,i,14,-1,-1,0.8,COC(=O)c1cc(S(=O)(=O)N2CCN(c3ccc(F)cc3)CC2)c[nH]1
-1.1,0,/,0,0,i,17,-11,-22,2.5,COc1cccc(C=C2Cc3ccccc3C2=O)c1
-0.1,3,-10,0,0,i,-7,0,11,1.8,O=c1[nH]c(-c2ccccc2O)nc2c1CCCC2
-0.3,11,-15,1,-2,i,-13,-1,-3,-0.2,Cc1cc(C)cc(OCC(=O)NNC(=O)CCC(=O)NCc2ccccc2)c1
0.1,11,-1,1,0,i,-2,0,-1,0.3,O=C(OCc1nc2ccccc2s1)c1cccc(N2C(=O)CCC2=O)c1
0.1,2,-1,-1,-1,i,-4,0,0,0.3,Cc1ccc(NS(=O)(=O)c2ccc3[nH]c(=O)[nH]c3c2)c(C)c1
-0.3,6,6,-4,-4,i,-1,19,-3,2.2,CCn1c(C)[n+](CCOCC[n+]2c(C)n(CC)c3cc(Cl)c(Cl)cc32)c2cc(Cl)c(Cl)cc21
0.1,4,-6,3,-1,i,6,1,-6,0.7,CN(CC(=O)Nc1c(Cl)cccc1Cl)C(=O)c1ccccc1-c1nc2ccccc2s1
-0.4,-7,-4,-2,0,i,9,-3,-2,-1.5,C1=CC2CC1CC2CNCc1ccco1 (stereo not drawn)
0.0,18,-7,2,2,i,7,-1,4,-0.2,COC(=O)CN1C(=O)[C@H]2[C@@H](C3CC3)N3C(=O)CN(Cc4ccc(-c5ccccc5)cc4)C(=O)[C@@]3(Cc3ccccc3)[C@H]2C1=O
0.5,-5,-16,-3,1,i,5,5,-1,0.1,COc1ccc(C2CC(=O)C=C(NCC3CCCO3)C2)cc1 (stereo not drawn)
0.1,-7,26,17,6,i,8,5,6,0.1,O=C(O)CSCc1ccc(C(=O)O)o1
-1.2,-47,45,-1,-2,+,-4,-1,-16,6.0,O=C(O)c1ccc(N/N=C/c2cc3cc4c(cc3nc2Cl)OCCO4)cc1
0.4,13,-5,0,-1,i,-3,-2,-2,-0.2,CSCC[C@H](NC(=O)N1CCn2c1nc1ccccc12)C(=O)NCc1ccc(F)cc1
-0.2,-11,-2,2,-1,i,11,-3,-43,-2.2,Cn1c(N)c(N=Nc2ccc(S(N)(=O)=O)cc2)c(=O)n(C)c1=O
-0.6,-3,0,0,-1,i,-12,-6,-2,-0.6,CCOC(=O)C1CCCN(C(=O)c2ccccc2NC(C)=O)C1 (stereo not drawn)
1.6,-5,-7,-3,-3,i,4,1,6,0.5,N#Cc1ccc(NC(=O)CCc2nc3ccccc3s2)cc1
-2.1,-8,4,8,-4,i,12,-6,-3,-1.2,CCN(C[C@H]1N[C@@](C)(C(=O)OC)[C@H]2C(=O)N(Cc3ccccc3)C(=O)[C@@H]12)C(=O)c1ccccc1
-1.4,0,/,1,-2,i,2,-2,1,-1.8,COc1ccc(CN2C(=O)C(CC(=O)NCc3ccco3)CC(C(=O)N(C(C)C)C(C)C)=C2C)cc1 (stereo not drawn)
-1.0,5,/,/,/,i,10,-2,8,-2.3,COc1ccccc1-c1noc2c1C(=O)N(Cc1cn(C3CCCC3)nn1)CC2
-0.2,-9,-6,3,1,i,15,1,-19,0.8,Cc1nc(/N=C\c2ccc(N(C)C)cc2)sc1C
-0.1,11,/,/,/,i,6,1,-2,-1.4,COC(=O)CCCn1cc(CN2CC(N3CCCC3)CS2(=O)=O)nn1 (stereo not drawn)
-0.6,-6,-10,-19,-2,i,-3,-13,-1,1.8,CC(=O)Nc1ccc(Sc2ncnc3scc(-c4ccccc4)c23)cc1

# A second format for part of the listing above.
# Second line of a record – TbMetRS inhib	CendR NRP1 mod	Scp-1 inhibitor	DNMT1 inh	STEP inh	Neddylation inh	SKN-1 block	NadD inh	SUMO1 PPI mod	LMPTP inh
COC(=O)CN1C(=O)[C@H]2[C@@H](C3CC3)N3C(=O)CN(Cc4ccc(-c5ccccc5)cc4)C(=O)[C@@]3(Cc3ccccc3)[C@H]2C1=O
→ 0.0	18	-7	2	2	i	7	-1	4	-0.2
COc1ccc(C2CC(=O)C=C(NCC3CCCO3)C2)cc1 (stereo not drawn)
→ 0.5	-5	-16	-3	1	i	5	5	-1	0.1
O=C(O)CSCc1ccc(C(=O)O)o1
→ 0.1	-7	26	17	6	i	8	5	6	0.1
O=C(O)c1ccc(N/N=C/c2cc3cc4c(cc3nc2Cl)OCCO4)cc1
→ -1.2	-47	45	-1	-2	+	-4	-1	-16	6.0
CSCC[C@H](NC(=O)N1CCn2c1nc1ccccc12)C(=O)NCc1ccc(F)cc1
→ 0.4	13	-5	0	-1	i	-3	-2	-2	-0.2
Cn1c(N)c(N=Nc2ccc(S(N)(=O)=O)cc2)c(=O)n(C)c1=O
→ -0.2	-11	-2	2	-1	i	11	-3	-43	-2.2
CCOC(=O)C1CCCN(C(=O)c2ccccc2NC(C)=O)C1 (stereo not drawn)
→ -0.6	-3	0	0	-1	i	-12	-6	-2	-0.6
